Vif-APOBEC3F blk: blocks the Vif interaction with APOBEC3F; HeLa A3F-eYFP + Vif (tagged APOBEC3F with the HIV-1 protein that degrades it), YFP fluorescence increase; Potency, µM (highest dose often 46.1 µM), for inactives: at the highest dose activity, negative = active; 390,000 tested, 0.2% active; AID 602313; note: potency is the fitted concentration of half-maximal effect; % of control where 0% means no effect; nearly all actives have a fitted effect of over 65% in size
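HeLa cells stably expressing A3F-eYFP plus Vif, plated and incubated overnight at 37 deg C, then exposed to compounds overnight at 37 deg C. Blocked degradation read as raised yellow fluorescence (Ex 488/Em 500-530).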
PI4K2A inh: inhibitors of human PI4K2A | Q9BTU6 | purified PI4K2A, ADP-Glo luminescence, 1 h; stronger effect = lower value | activity change, negative = inhibition, % at 76.9 µM | 420,000 tested, 0.13% active; in the data active = activity change below about -50%; inconclusive = mostly about -30% to -49%;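 note: -100% = wells without enzyme as full effect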
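PI4K2A activity was measured by ADP-Glo luminescence: enzyme (4 ug/mL stock) and phosphatidylinositol (1.2 mM stock) in Tris pH 7.5/MgCl2/EGTA/Triton X-100 buffer were reacted with ATP (300 microM stock) for one hour at ambient temperature.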
USP1 inh: blocks the human USP1/UAF1 deubiquitinase complex; O94782; recombinant USP1/UAF1, Ub-Rhodamine cleavage fluorescence; Potency, µM (top dose mostly 57.1 µM), for the others: at the highest dose activity change, negative = inhibition, actives largely listed as inhibitors; 390,000 tested, 0.23% active; AID 743255; note: potency is the fitted concentration of half-maximal effect; % is set by controls: 0 for no effect and ±100 for the full control effect; nearly all actives have a fitted effect of over 60% in size; inactives centre near -12
Target sequence (O94782 whole entry, looked up): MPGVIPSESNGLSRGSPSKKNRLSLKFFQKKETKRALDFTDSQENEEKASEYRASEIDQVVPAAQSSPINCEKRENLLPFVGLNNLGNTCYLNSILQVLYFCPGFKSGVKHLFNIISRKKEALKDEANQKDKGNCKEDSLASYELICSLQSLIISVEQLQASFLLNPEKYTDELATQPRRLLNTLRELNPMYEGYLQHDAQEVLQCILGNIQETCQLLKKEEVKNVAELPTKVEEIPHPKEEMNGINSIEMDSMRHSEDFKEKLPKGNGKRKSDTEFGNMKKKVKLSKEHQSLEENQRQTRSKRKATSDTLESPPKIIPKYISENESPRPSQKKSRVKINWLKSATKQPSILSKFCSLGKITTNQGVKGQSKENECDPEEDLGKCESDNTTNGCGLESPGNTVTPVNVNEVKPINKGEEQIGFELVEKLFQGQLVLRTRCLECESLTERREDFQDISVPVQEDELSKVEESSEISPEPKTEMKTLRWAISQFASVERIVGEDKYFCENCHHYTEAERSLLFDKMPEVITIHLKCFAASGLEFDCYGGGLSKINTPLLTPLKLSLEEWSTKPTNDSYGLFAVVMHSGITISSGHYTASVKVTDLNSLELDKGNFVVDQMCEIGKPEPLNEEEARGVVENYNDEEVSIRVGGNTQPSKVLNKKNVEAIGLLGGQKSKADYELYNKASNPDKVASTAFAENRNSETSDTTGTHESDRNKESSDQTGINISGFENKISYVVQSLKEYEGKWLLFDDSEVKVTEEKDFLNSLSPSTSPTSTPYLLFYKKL
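In this screen, compounds sit with the deubiquitinase complex (1nM) for 15 min at room temperature before Ub-Rho is added at 150nM final. Fluorescence rise is then followed for 6 reads every 60 seconds.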
LDHA block: blocks human lactate dehydrogenase A. P00338. 480,000 tested, 0.15% active. activity change, % (values are at about 110 or 230 µM). purified LDHA, NADH/diaphorase-resazurin fluorescence; stronger effect = lower value; in the data active = activity change below about -30%; inconclusive = mostly about -25% to -30%;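 note: plate controls were DMSO wells for no effect and wells without enzyme for full effect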
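Human LDH5 (2 nM) was incubated with 0.06 mM NADH and 0.2 mM pyruvate for 5 min at room temperature in Tris pH 7.4. Remaining NADH was coupled through diaphorase/resazurin, and resorufin fluorescence was read at 0 and 20 min.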
RXFP1 ag: RXFP1 (human) receptor agonism. HEK293T-RXFP1 cAMP TR-FRET, 30 min; response scale: percent of porcine relaxin response, buffer zero. Potency, µM (titrated, usually from 57.5 µM), for the others: at the highest dose activation, actives largely listed as activators. AID 2676. Q9HBX9. 370,000 tested, 0.3% active; note: potency is the fitted concentration of half-maximal effect; % is set by controls: 0 for no effect and ±100 for the full control effect; nearly all actives have a fitted effect of over 60% in size; many of its hits are not listed in these tables
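Agonist response is measured as cAMP accumulation in an RXFP1-transfected HEK293T line under PDE4 inhibition. Values are scaled between buffer-only and 29 nM porcine relaxin, and EC50s come from standard Hill equation fits.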
TrxR1 substrate: is turned over as a substrate by rat TrxR1 | Potency, µM (series often up to 114 µM), for the others: at the top dose activity change, negative = substrate turnover | 390,000 tested, 0.01% active | purified TrxR1 substrate turnover, NADPH consumption readout | O89049 | AID 588456; note: potency is the fitted concentration of half-maximal effect; % is set by controls: 0 for no effect and ±100 for the full control effect; nearly all actives have a fitted effect of over 50% in size
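Rat TrxR1, dispensed at 90 nM, was prereduced with 400 uM NADPH (final) for 5 min at ~22 deg C, then incubated with compound 15 min before 400 uM selenite. A first-read NADPH fluorescence drop versus no-compound background flagged substrates.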
mIDH1 inhibitor: blocks human mutant IDH1 R132H enzyme; AID 602179; 390,000 tested, 0.093% active; O75874; IDH1-R132H enzyme, NADPH consumption, diaphorase/resazurin fluorescence; Potency, µM (highest dose often 76.6 µM), without a hit: top-dose activity change, negative = inhibition, actives largely listed as inhibitors; note: potency is the fitted concentration of half-maximal effect; % is set by controls: 0 for no effect and ±100 for the full control effect; nearly all actives have a fitted effect of over 65% in size
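IDH1-R132H (0.5 ug/mL dispensed) in pH 7.5 Tris buffer was preincubated 30 min with compound, then given a substrate mix of 0.016 mM NADPH and 2 mM alpha-KG for 80 min at room temperature; remaining NADPH was read by diaphorase/resazurin fluorescence.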
Glioma ERSR ind: induces the endoplasmic reticulum stress response in human glioma cells | U87-MG GRP78 promoter luciferase reporter, 16 h | 420,000 tested, 0.02% active | Potency, µM, for inactives: top-dose activation, hits mostly activators; note: potency is the fitted concentration of half-maximal effect; series mostly up to about 76 µM; % of control where 0% means no effect; nearly all actives have a fitted effect of over 35% in size
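Stably transfected U87-MG human glioma cells carrying a GRP78-based luminescent sensor were seeded at 1000 cells/well, pin-dosed with compounds and incubated 16 h. Luciferase reagent was then added, and end-point luminescence was read after 10 min at room temperature.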
Vif-A3G inh: inhibitors of Vif-APOBEC3G interaction | Potency, µM (doses to about 46.1 µM), for inactives: at the highest dose activity, negative = active, usual class: inhibitors | HeLa A3G-eYFP + Vif (tagged APOBEC3G with the HIV-1 protein that degrades it), YFP fluorescence, overnight | AID 602310 | 410,000 tested, 0.076% active | Q9HC16;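 note: potency is the fitted concentration of half-maximal effect; % is set by controls: 0 for no effect and ±100 for the full control effect; nearly all actives have a fitted effect of over 60% in size; hits raise eYFP signal because A3G escapes Vif-driven loss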
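HeLa cells stably expressing Vif and C-terminally eYFP-tagged A3G, seeded overnight at 37 deg C, then exposed to compound by pintool overnight at 37 deg C. Rise in yellow fluorescence (Ex 488/Em 500-530, Acumen) marks blocked Vif-driven A3G degradation.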
Active calls of the source: *; ? = inconclusive; · = not tested or not shown; & = joins results of further samples; [ ] = remark or other dose. Unless noted, calls come from the whole dose curve; as a rule, active = well fitted curve in the direction sought with a large enough effect; inconclusive = small, poorly fitted or top-dose-only effect, or another doubt; inactive = no such curve, though single readings can be large; an effect the other way counts as inactive or inconclusive. A portion of the library; count on the stated rates, not on these rows.

SMILES	Vif-APOBEC3F blk	PI4K2A inh	USP1 inh	LDHA block	RXFP1 ag	TrxR1 substrate	mIDH1 inhibitor	Glioma ERSR ind	Vif-A3G inh
CCN(CC)C(=O)C1=C(C)NC(=S)NC1c1cccs1 (stereo not drawn)	3.3%	1.0	-8.7%	0.7	2.1%	-0.1%	-6.9%	-3.7%	2.1%
CSc1nc2ncc(-c3ccsc3)c(N)n2n1	-6.4%	-2.3	1.5%	-6.9	?	3.6%[57.1 µM]	-5.0%	1.8%	0.6%
COc1ccccc1CNC(=O)CSc1ccc(-c2sc(-c3ccccc3)nc2C)nn1	1.1%	0.8	?	-7.4	-0.2%	2.0%	-7.1%	-2.4%	-3.8%
COc1ccccc1CCNC(=O)CSc1ccc(-c2cccs2)nn1	-9.3%	2.9	-15.9%	-2.5	13.9%	-5.0%	10.7%	-3.9%	-0.4%
Cc1ccc(C(=O)COC(=O)c2nc3nccc(C)n3n2)c(C)c1	1.9%	-2.4	-12.4%	-9.6	2.9%	0.9%	6.2%	-3.9%	1.8%
Nn1c(SCC(=O)NCc2ccccc2)nnc1C1CC1	0.8%	-0.7	-15.0%	-14.2	3.2%	12.6%	4.8%	-4.5%	0.6%
O=C(Nc1ccc(N2CCN(C(=O)c3ccccc3)CC2)cc1)c1ccc2c(c1)OCCO2	1.5%	0.7	-18.8%	-9.0	-0.2%	-5.8%	5.4%	3.4%	1.0%
COCC(=O)n1nc(-c2ccccc2)nc1NCc1ccccc1	17.6%	-1.5	-15.5%	-11.6	1.4%	2.4%	-5.6%	?	0.8%
CCOc1ccc(OCCSc2nc3ccccc3n2CC(=O)O)cc1	-9.0%	-3.7	-24.5%	-1.2	-2.1%	-0.1%	-4.6%	-3.1%	1.7%
CC(=NNC(=S)N1CC2CCC(CC2)C1)c1cccc(C)n1	3.1%	2.8	-7.0%	-3.5	·	-9.7%	0.2%	12.0%	-5.6%
CCOC(=O)c1[nH]c2ccccc2c1NC(=O)CN(C)C	-8.5%	4.8	-18.9%	-6.4&-4.3	0.3%	6.7%[57.1 µM]	2.9%	-6.9%	-2.4%
Cc1nc2c(Cl)c(C)nn2c2c1CCC2	-7.6%	0.0	-11.9%	0.4	9.9%	-5.6%	0.3%	-4.4%	3.9%
COc1ccc(-c2nn(-c3ccccc3)cc2C2CC(c3cccs3)=NN2C(=O)CCCC(=O)O)cc1 (stereo not drawn)	3.0%	-4.4	-6.9%	0.8	-0.1%	1.2%	-0.6%	-5.3%	-0.9%
COc1ccnc(Oc2ccc(F)cc2)c1C(=O)N/C=N/OCc1ccccc1	3.9%	-9.6	-17.3%	-0.5	-0.6%	2.0%[57.1 µM]	7.5%	-3.7%	-2.5%
O=C(Nc1ncccc1O)c1ccc2c(c1)OCCO2	-12.5%	-8.9	-3.8%	7.3	0.0%	-2.6%	2.3%	-0.4%	0.9%
CCn1c(SCC(=O)NC2CCS(=O)(=O)C2)nnc1-c1ccccc1 (stereo not drawn)	9.6%	2.1	-15.1%	-12.9	-0.1%	12.2%[57.1 µM]	0.3%	1.1%	-0.7%
Cc1cc2oc(C(=O)Nc3cccc(-c4nc5ccccc5o4)c3)c(C)c2cc1Cl	0.4%	6.0	-25.6%	-0.2	6.5%	11.1%	3.1%	-1.9%	2.5%
CCOc1ccc(CCNC(=O)C2CCN(C(=O)N3CC(CC)Oc4ccccc43)CC2)cc1 (stereo not drawn)	1.1%	1.7	-26.4%	-11.2	-2.3%	-6.6%	-14.3%	-4.1%	4.1%
CN(CC(=O)Nc1ccc(F)cc1)C(=O)c1ccc(-c2ccc(Cl)cc2)o1	2.0%	-3.8	-8.2%	-1.6	-0.4%	-2.0%	1.1%	-3.3%	0.5%
COC(=O)C1=C(C(=O)OC)C(C(=O)OC)N2C=CC=CC2=C1C(=O)OC (stereo not drawn)	·	0.1	·	1.8	·	·	·	-2.5%	1.5%
Cc1nn(C)c2c1c(-c1ccccc1)cc(=O)n2C(C)C(=O)NCc1ccc(F)cc1 (stereo not drawn)	1.2%	-4.4	-19.7%	-0.3	0.7%	-0.1%[57.1 µM]	11.2%	-2.5%	-0.9%
O=C(Cn1c(=O)nc(-c2ccccc2)c2cc(Cl)ccc21)NCCc1ccc(Cl)cc1	-0.6%	-2.4	?	-8.5	4.0%	-3.0%	-11.8%	-2.4%	-10.0%
COCc1c(C(=O)N2CCN(Cc3ccc4c(c3)OCO4)CC2)oc2ccccc12	-11.3%	-1.3	-11.2%	-3.8	-0.3%	2.1%	8.6%	-4.5%	0.9%
O=C(NNC(=O)C1CC=CCC1)c1ccccc1Cl (stereo not drawn)	-6.0%	1.2	-1.0%	-4.0	0.7%	3.0%[57.1 µM]	5.0%	1.5%	2.8%
CC(C)CCNC(=O)C(=O)NCCC1=CCCCC1	4.6%	-3.4	4.2%	0.1	0.3%	-5.4%	2.1%	-2.1%	-0.6%
CCOc1ccc(NC(=O)CSc2nc(=O)n(Cc3ccccn3)c3c2CCC3)cc1	9.0%	0.4	-14.6%	-1.0	-1.5%	-2.1%	4.8%	-4.1%	1.0%
CC1(C(=O)Nc2ccc3c(c2)OCO3)CC1(Cl)Cl (stereo not drawn)	0.7%	-9.4	-8.0%	-7.4	-0.2%	1.7%	-8.0%	1.9%	2.7%
COCCCN1C(=O)c2ccc(C(=O)OCC(=O)NCc3ccccc3OC)cc2C1=O	-3.0%	-2.9	0.8%	-6.8	-1.8%	5.5%[57.1 µM]	1.2%	-5.1%	1.4%
CCC(Oc1ccccc1)C(=O)Nc1ccc(S(=O)(=O)N2CCOCC2)cc1 (stereo not drawn)	-0.5%	-0.2	-9.6%	-4.7	2.6%	3.8%	-0.8%	-1.9%	1.4%
CC(C)(C)C(=O)Cn1c(=O)n(CC2CCCO2)c(=O)c2ccccc21 (stereo not drawn)	-0.8%	1.0	2.5%	-9.9	-1.0%	-3.6%	1.8%	-2.0%	-1.0%
Cc1cc(C(=O)Nc2nc3ccc(Cl)cc3s2)nn1C	-7.0%	0.3	3.1%	-3.6	5.8%	11.5%	-3.0%	3.0%	1.6%
CCOc1ccc(NC(=O)CN(C)C(=O)CN2C(=O)C3CC=CCC3C2=O)cc1OCC (stereo not drawn)	6.7%	1.2	-16.4%	-9.0	-0.1%	-3.0%[57.1 µM]	-1.3%	-0.9%	-1.6%
Cc1cc(Nc2ccccc2)n(CCO)n1	-0.2%	-4.3	-13.3%	0.0	1.3%	6.8%	4.8%	-1.4%	-1.7%
CC(C)COc1ccc(C(=O)N2CCC(c3nc4ccccc4s3)CC2)cc1	-3.5%	-3.7	?	-4.1	-0.3%	-3.2%	-1.1%	-2.8%	0.8%
CCN1C(=O)/C(=c2\sc3nc(=O)c(Cc4ccccc4)nn3c2=O)c2ccccc21	-11.5%	0.0	?	-5.0	2.4%	-4.3%[57.1 µM]	0.2%	-4.6%	1.0%
O=C1CNC(=S)N1CCc1ccccc1Cl	6.8%	1.6	-29.9%	-1.5	-0.2%	-1.3%	8.2%	-1.7%	0.1%
Cc1cc(C)cc(NS(=O)(=O)c2ccc3c(c2)NC(=O)C(C)S3)c1 (stereo not drawn)	6.9%	-3.8	-16.7%	-0.1	2.2%	2.7%[11.4 µM]	-13.9%	-0.7%	6.4%
COc1ccc(-c2cn(CCO)c(CCN)n2)cc1	3.4%	-1.5	-15.1%	0.3	-0.5%	9.1%[57.1 µM]	-1.3%	-5.1%	0.8%
Cc1ccc(NC(=O)N2CCCC2c2cccs2)cc1 (stereo not drawn)	0.3%	-5.1	-20.4%	-3.1	-0.9%	5.8%	6.5%	-0.9%	6.1%
Cn1c2c(c(O)c(-c3ccccc3)c1=O)C(=O)CC(C)(C)C2	-1.0%	-5.4	-5.4%	-6.4	-0.6%	5.3%[57.1 µM]	7.4%	0.2%	-2.6%
Cc1cccc(C)c1OCc1cc(C(=O)N2CCN(c3ccccc3)CC2C)no1 (stereo not drawn)	-5.6%	-3.7	-25.1%	8.0	0.6%	12.5%	8.6%	-1.5%	-0.5%
Cn1cc(/C=C/C(=O)N2CCCC(C(=O)c3ccc(C(C)(C)C)cc3)C2)cn1 (stereo not drawn)	1.1%	-1.6	-7.5%	-3.1	-0.8%	-11.9%	-3.6%	-2.4%	1.7%
O=C(Cc1ccccc1F)Nc1cccc(S(=O)(=O)N2CCCCC2)c1	3.6%	0.9	-15.7%	0.1	·	·	-1.7%	-3.6%	-0.3%
CCN(CC)CC(=O)NCC1(c2ccccc2)CCOCC1	-8.2%	-0.7	-11.7%	-5.9	0.2%	-8.2%	3.7%	-5.8%	0.2%
Clc1cccc(CNc2nc(-c3cccnc3)nc3ccccc23)c1	2.0%	-2.8	?	-9.5	6.5%	5.8%[57.1 µM]	-12.8%	-6.1%	-14.3%
CN1CCN(C(=O)C2=C[C@@H](c3ccc(C(F)(F)F)cc3)C[C@@H](OCc3ccc(CO)cc3)O2)CC1	1.1%	-0.7	-18.0%	1.2	-0.7%	4.9%	-0.1%	-4.7%	-0.7%
C[n+]1ccccc1/C=C/c1ccc2ncccc2c1	6.8%	-4.1	-14.6%	0.2	3.1%	-9.2%	-11.1%	-7.0%	5.6%
COc1ccc(CCN2C(=O)CN(C3CCCCCC3)C(=O)C2c2ccc(OC(C)C)c(OC)c2)cc1OC (stereo not drawn)	-7.7%	-7.9	-12.8%	0.1	0.2%	-1.6%[57.1 µM]	-16.5%	-1.8%	-6.1%

Screens (PubChem BioAssay)
